FXIa mix inh: blocks human factor XIa in pooled compound mixtures | purified FXIa, fluorogenic substrate | 62,000 compounds, 0.19% hits | inhibition, % at 5 µM | P03951;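 also: each value is inhibition by a whole ten-compound pool holding the compound; 0% = enzyme with no mixture and 100% = wells lacking enzyme; strong numbers were not always called active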
MKP-1 inh: blocks human MKP-1 phosphatase activity. P28562. recombinant MKP-1, OMFP hydrolysis fluorescence. inhibition, %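 (compounds tested at a single concentration somewhere between 10 and 100 µM)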. 65,000 compounds, 0.15% hits. AID 374;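 active = inhibition above about 50%, limit read from the data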;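 also: 0% = DMSO max control wells and 100% = wells with enzyme stopped by NaOH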
Cdc25B block: human M-phase inducer phosphatase 2 inhibition. P30305. recombinant Cdc25B, OMFP fluorescence Ex485/Em525. inhibition, %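 (compounds tested at 10 µM final in the well)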. 65,000 compounds, 0.1% hits. AID 368; in the data active = inhibition above about 50%
FXIIa mix inh: factor XIIa (human) inhibition, mixture screen; P00748; purified FXIIa, fluorogenic substrate, pooled mixtures; inhibition, % at 5 µM; 62,000 compounds, 0.2% hits; AID 684;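 also: 0% = enzyme without compound and 100% = no enzyme blank; some results filed as inactive read as strong as hits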
Target sequence (P00748 20-372 limits assumed): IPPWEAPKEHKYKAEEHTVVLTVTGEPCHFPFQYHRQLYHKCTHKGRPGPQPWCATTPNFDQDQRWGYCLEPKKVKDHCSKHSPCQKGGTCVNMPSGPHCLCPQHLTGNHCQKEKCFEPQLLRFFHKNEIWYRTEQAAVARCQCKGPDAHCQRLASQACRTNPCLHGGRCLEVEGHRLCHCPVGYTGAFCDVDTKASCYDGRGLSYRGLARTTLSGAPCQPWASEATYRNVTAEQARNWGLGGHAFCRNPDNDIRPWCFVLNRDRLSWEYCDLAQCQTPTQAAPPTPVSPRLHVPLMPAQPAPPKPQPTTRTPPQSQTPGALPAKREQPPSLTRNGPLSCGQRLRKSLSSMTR
Target sequence (P00748 373-615 limits assumed): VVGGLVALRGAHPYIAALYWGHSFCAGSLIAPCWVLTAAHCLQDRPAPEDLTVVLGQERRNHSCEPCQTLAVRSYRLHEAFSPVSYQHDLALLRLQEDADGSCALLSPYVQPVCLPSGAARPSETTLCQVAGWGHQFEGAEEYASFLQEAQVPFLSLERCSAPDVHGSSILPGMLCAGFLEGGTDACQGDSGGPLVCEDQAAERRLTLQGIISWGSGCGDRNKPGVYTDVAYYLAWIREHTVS
AP ELISA ortho: orthogonal test for alternative complement pathway inhibitors; Human serum alternative complement pathway, LPS-coated ELISA, C3 deposition; tested in compound mixtures; inhibition, % at 5 µM; 62,000 compounds, 0.08% hits; AID 1235;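 active = inhibition above 30% in each of the two pooled mixtures holding the compound, so the lower value exceeds 30%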;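 also: 0% = serum in Mg-EGTA without compound and 100% = EDTA serum blank; some compounds past the cut are filed as inactive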
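Test system – human serum alternative complement pathway, C3 deposition on LPS-coated wells · Buffer or medium – diluted human serum in Mg2+-EGTA GVB++ · Compound dosing – 5 µM each compound, pools of ten, 50 µM per pool · Schedule – 1 h serum-compound exposure at 37 °C · Measured by – Anti-C3 ELISA, OD 450 nm · Read-out basis – percent inhibition of C3 deposition onto LPS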
Hsp90 inh: displaces geldanamycin probe from tumor Hsp90. P07900. NCI-N417 lysate Hsp90, Cy3B-geldanamycin FP displacement. inhibition, % at 30 µM. 64,000 compounds, 0.35% hits. AID 429;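 active = inhibition above 50%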;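 also: 0% = tracer plus lysate wells and 100% = tracer alone without lysate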
JNK3 blocker: JNK3 (human) kinase inhibition; 60,000 compounds, 0.61% hits; AID 746; purified JNK3 kinase activity, HTS; inhibition, % at 8 µM; in the data active = inhibition above about 17%;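 also: 0% = DMSO and 100% = reference inhibitor; many of its hits are not listed in these tables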
MMP-13 inhibitor: inhibitors of human MMP13. inhibition, % at 4 µM. 65,000 compounds, 0.07% hits. MMP-13 fTHP FRET cleavage, Mca fluorescence. P45452;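 active = inhibition above the mean of compound-free control plate wells plus 3 SD, cut at about 14% in these data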;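 also: 0% = DMSO wells and 100% = wells with reference MMP-13 inhibitor after basal subtraction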
Abs 340nm: absorbance at 340 nm; compound absorbance at 340 nm, fold over control; fold change at 10 µM; 65,000 tested, under 10 active;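 active = at 10 µM dose, initial 340 nm absorbance at least 2 fold that of control wells; inactive = change under 2 fold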;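 also: initial absorbance extrapolated from kinetic A340 decline of NADH oxidation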
Starred values were filed as active, the others as inactive; i = inactive; / = not tested or not shown; [ ] = dose if it differs, or a comment. Rule as the data show it, unless noted: active = inhibition above about 20% (passing the limit was not always enough); inactive = the rest.

Structure,FXIa mix inh,MKP-1 inh,Cdc25B block,FXIIa mix inh,AP ELISA ortho,Hsp90 inh,JNK3 blocker,MMP-13 inhibitor,Abs 340nm
O=C(Nc1ccc(N2CCOCC2)cc1N1CCOCC1)c1ccco1,-2,27,0,5,-4,-2,-4,-2,1.1
O=C(O)C1CC=C(Cl)CC1C(=O)NCc1ccccc1 (stereo not given),5,-1,-5,2,6,-3,5,2,1
O=C(O)c1cc(Cl)ccc1NC(=O)C1CCCO1 (stereo not given),-3,1,0,0,-1,0,5,-5,1
O=C(Nc1nc2ccc(Cl)cc2s1)c1ccc(Br)o1,5,4,-13,4,10,-6,2,-5,1.1
Cn1c(=O)c2cc(S(=O)(=O)NCCC(=O)NCCC3=CCCCC3)ccc2n(C)c1=O,5,57*,-4,-25,0,-2,2,-3,1
CC(=O)Nc1ccc(NC(=O)CCC(=O)NCCO)cc1,1,7,-9,1,5,-1,1,7,1
CCOC(=O)c1ccc(N2C(=O)C3CC=C(C)CC3C2=O)cc1 (stereo not given),-8,12,-9,-1,28,-1,2,4,1
COc1ccc2oc(=O)c(-c3nc(C)cs3)cc2c1,/,-9,-33,/,/,-1,0,-50,1
CC(=O)c1ccc(Nc2cc(C)nc3nc(C)nn23)cc1,11,-7,-11,-5,8,3,9,4,1.2
CCOC(=O)N1CCN(S(=O)(=O)c2cc3c(cc2C)NC(=O)CO3)CC1,5,14,12,2,13,-1,1,-2,0.99
NC(=O)N1CC(O)CC1C(=O)Nc1ccc(Cl)c(Cl)c1 (stereo not given),6,22,-6,2,10,0,-5,-4,1
CCSc1nncn1/N=C/c1ccc(OC)c(OC)c1,-8,-4,-11,9,13,-3,-4,-7,1.1
CC(C)C(c1nnnn1CC1CCCO1)N1CCN(C2CCCC2)CC1 (stereo not given),-6,-1,-7,4,11,-5,8,7,0.99
CC(=O)Nc1cccc(OCC(=O)Nc2ccccc2)c1,-5,-5,-14,-11,1,-3,4,4,1.1
Cc1ccc(/C=c2\sc3nc(-c4cccnc4)nn3c2=O)cc1,1,41,25,2,15,-6,6,-5,0.98
O=C(CCN1C(=O)c2ccccc2S1(=O)=O)Nc1ccc2c(c1)OCCO2,12,0,0,-2,1,-5,5,0,0.97
O=C(NCc1ccc2c(c1)OCO2)c1ccc(-c2ccc(Cl)cc2)o1,2,21,10,-5,12,-1,2,0,1
Cc1cc(C)cc(OCc2nnc(SCC(=O)OC3CCCCC3)o2)c1,3,-5,6,-11,6,3,0,1,1.1
CC(C)(C)OC(=O)N1CC(O)CC1C(=O)OCC(=O)c1ccc(Cl)cc1 (stereo not given),4,-4,3,-13,6,-4,2,1,0.98
CC(=O)Nc1cc2c(cc1C(=O)C(C)C)OCCO2,0,-2,6,5,9,-10,-7,-4,1.1
CC(C)Nc1nc(SCC(=O)Nc2ccccc2)nc(N2CCOCC2)n1,1,16,0,-1,8,-5,-3,-5,1
CCn1c(COc2ccccc2)nnc1SCc1ccc(C#N)cc1,9,-17,-10,-6,20,0,-4,6,0.99
O=C(c1cc(-c2cccnc2)nc2ccc(Br)cc12)N1CCC2(CC1)OCCO2,-7,0,1,5,5,-5,5,5,1.1
CSc1ccc(/C=N/n2nnnc2N)cc1,-3,-2,4,-37,0,1,-5,-24,1.2
Fc1ccc(C(c2nnnn2Cc2ccccc2)N2CCSCC2)cc1 (stereo not given),8,-24,-1,4,3,-3,3,-3,1
O=C(CSc1ccc2nnc(-c3cccnc3)n2n1)NCc1ccco1,12,4,1,6,12,-2,-8,-12,1
C=CCn1c(N)c(C(=O)OC(C)CC)c2nc3ccccc3nc21 (stereo not given),-7,24,-6,2,8,-5,-2,-338[fluorescence artefact?],1.1
CCCCC(=O)O[C@H]1CC[C@H]2[C@@H]3CCc4cc(O)ccc4[C@H]3CC[C@]12C,7,-4,-7,6,9,1,1,1,0.97
COc1ccc(C2CC(=O)C3=C(C2)Nc2ccccc2N(C(=O)C2CC2)C3c2cccnc2)cc1OC (stereo not given),9,19,-9,13,10,-3,-3,-7,1.1
CCOc1ccc(-n2c(Cc3cc(=O)[nH]c(=O)[nH]3)nnc2SCC(=O)OC)cc1,9,4,-3,-25,11,-3,4,7,1
CC(C)(C)Nc1ncnc2c1cnn2-c1ccccc1,2,2,-7,-2,18,-1,4,-3,1
C=CCn1c(SCC(=O)OC)nc2sc3c(c2c1=O)CCN(C)C3,/,-12,-27,/,/,-9,-9,-26,1.1
C[C@]12CC[C@@H]3c4ccc(O)cc4CC[C@H]3[C@@H]1CC[C@@H]2OC(=O)CCC(=O)O,10,3,-13,12,20,-5,0,-1,0.99
Cc1ccc(NS(=O)(=O)c2cc(C(=O)O)ccc2Cl)c(C)c1,15,-9,8,10,26,-1,-4,-13,1
CC(C)OC(=O)CSc1nnc(-c2cccnc2)n1N,5,6,3,3,17,-2,6,2,1
COc1cc(-c2nn3c(-c4ccccc4)nnc3s2)cc(OC)c1OC,6,22,2,-2,4,11,6,1,1.1
CC(C)Cc1cc(C(=O)Nc2c(F)cc(F)cc2Br)no1,4,-5,-5,-8,-1,-2,-3,4,0.98
C=CCOC(=O)c1sc(N2C(=O)c3oc4ccccc4c(=O)c3C2c2ccco2)nc1C (stereo not given),1,6,-10,3,7,3,-3,-23,1.1
CCCCCCn1c(CN2CCCCC2C)nc2c1c(=O)n(C)c(=O)n2C (stereo not given),/,10,-24,/,/,0,-4,1,1
Cc1ccccc1Cn1c(=O)[nH]c2ccccc21,5,-2,5,9,21,0,-8,11,1
CCOc1ccc(S(=O)(=O)Nc2cccc(Cl)c2)cc1,7,-1,-12,2,6,-3,-5,-8,0.95
CC(C)OC(=O)C1C2C=CC3(CN(C(C)c4ccc(Br)cc4)C(=O)C13)O2 (stereo not given),4,-2,-35,8,14,0,-3,-2,1
c1ccc(-c2nn3c(Cn4cnc5ccccc54)nnc3s2)cc1,5,8,-11,11,21,-17,1,0,1.1
CCCCOC(=O)CCc1c(C)[nH]c(=O)c(C#N)c1C,3,2,0,-19,11,0,-6,-2,1.1
CN(C)c1ccc(-c2noc(-c3ccccc3O)n2)cc1,4,11,-1,-19,13,2,0,6,1
O=C(Oc1ccccc1C(=O)N1CCOCC1)c1cccc(Br)c1,8,22,6,5,-7,-2,-3,0,1.1
CCN1CCN(CCCNC(=O)c2cc3cc4ccc(OC)cc4nc3o2)CC1,-20,-11,8,2,10,5,-2,i[fluorescence artefact?],1.1
CC1CCCN(c2oc(-c3cccc4ccccc34)nc2C#N)C1 (stereo not given),-27,-14,3,2,15,-5,-1,-15,1.1
CC(Sc1n[nH]c(=O)[nH]c1=O)C(=O)OCc1ccccc1 (stereo not given),6,-3,-10,3,4,-5,-6,-2,0.99
Cc1ccc(S(=O)(=O)NCc2csc(C)n2)c(C)c1,3,1,0,0,2,-1,2,-2,0.97

Further results.
Structure,FXIa mix inh,MKP-1 inh,Cdc25B block,FXIIa mix inh,AP ELISA ortho,Hsp90 inh,JNK3 blocker,MMP-13 inhibitor,Abs 340nm
O=C(CSCc1ccccc1)N1CCN(C(=O)c2ccco2)CC1,7,10,-7,1,27,-2,8,5,1
O=[n+]1c2c(n([O-])c3c1CCCC3)CCCC2,12,2,-2,5,3,-1,-8,4,0.99
COc1ccc(-n2nnnc2-c2cccc(OC)c2)cc1,6,-19,5,7,16,-3,-4,-2,0.99
Cc1cc(C)cc(NCC(=O)Nc2c(C)cccc2C)c1,-1,23,-17,4,-2,-4,3,-3,1.1
CSc1cccc(NS(=O)(=O)c2ccc3c(c2)oc(=O)n3C)c1,4,-3,4,3,10,2,-4,-18,1
O=C(Nc1ccc2nc(-c3cccs3)[nH]c2c1)c1ccco1,6,-1,-3,7,8,32,-11,-13,1.1
CCOc1cc(S(=O)(=O)NCC2OCCc3ccccc32)c(OCC)cc1-n1cnnn1 (stereo not given),2,29,5,3,11,-3,-16,-57,1.1
CCOCCn1c(CN2CCN(CC)CC2)nc2c1c(=O)n(C)c(=O)n2C,3,4,-10,5,2,-2,-2,-1,0.97
CC(C)(C)c1cc(C(=O)O)c(CN2CCCCC2)o1,7,-16,79*,4,7,0,6,7,1.1
O=C(Nc1ccc2c(c1)CCC2)C1CCN(c2c3c(nc4ncnn24)CCC3)CC1,-1,8,1,-1,26,0,2,-2,0.99
COc1cccc(-c2nc(CS(=O)(=O)CC(=O)N3CCN(C4CCCCC4)CC3)c(C)o2)c1,8,18,-8,7,7,0,-3,-2,0.99
O=C(O)C1CSC2(CCN(Cc3ccccc3)CC2)N1 (stereo not given),/,5,-14,/,/,-5,4,1,1
COCCN1Cc2cccc(C(=O)N3CCN(c4cc(C)ccc4C)CC3)c2C1=O,8,-1,-14,-18,20,-9,-8,-2,1
O=c1oc2c(CN3CCCCCC3)c(O)ccc2cc1-c1nc2ccccc2[nH]1,-11,6,-7,-15,8,5,-11,-100[fluorescence artefact?],1.1
Cc1cc(C)n(-c2nc3ccccc3c(=O)n2OCCOc2ccccc2)n1,-2,3,-14,11,-13,-3,4,-3,0.99
CS(=O)(=O)N1CCCC(C(=O)NCCc2ccccc2)C1 (stereo not given),4,5,-4,1,7,-2,10,-1,1
COc1cc(CNC(=O)OCC(C)C)cc(OC)c1OC,3,1,-13,1,25,-4,1,0,1
Cc1ccc(Oc2nsnc2N2CCOCC2)cc1,12,-35,-9,-15,9,-4,4,2,1
COc1ccc2c(c1)CCc1c(C(=O)N3CCCC3)noc1-2,4,-17,-10,5,14,-1,-1,2,1

The order is random; any-hit rate near 1.5%.
